Eya2 inh: inhibitors of human Eya2 phosphatase activity; O00167; Potency, µM (titrated, usually from 76.9 µM), for the others: at the highest dose activity, negative = inhibition, hits mostly inhibitors; recombinant Eya2, OMFP fluorescence dephosphorylation (OMFP is methylfluorescein phosphate); hit rate 0.006% among 330,000; also: potency is read from the fitted curve at half-maximal effect; % is scaled to controls: 0 for no effect and ±100 for the full control effect
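Eya2 (0.2 uM) preincubated 10 min at ambient with compound, then OMFP substrate added at 50 uM; 10 min reaction in 50 mM HEPES pH 7.5, 50 mM NaCl, 5 uM MgCl2, 0.05% BSA, 1 mM DTT. Fluorescence read at Ex 485/Em 525 nm.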
B2AR arrestin: agonists driving beta-arrestin recruitment to human beta2-adrenergic receptor | beta-arrestin recruitment to beta2AR, cell-based reporter | P07550 | AID 492947 | Potency, µM (doses to about 46.1 µM), inactives show at the top dose activation, usual class: activators | hit rate 0.02% among 330,000;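 also: potency is read from the fitted curve at half-maximal effect; 0% = DMSO controls and full agonism = EC100 isoproterenol or metaproterenol; nearly all actives have a fitted effect of over 65% in size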
TRPV1 agonist: activates the human vanilloid receptor TRPV1; Q8NER1; TRPV1-expressing cells, Fluo-8 calcium influx, agonist mode; activation, % at 8.33 µM; hit rate 0.19% among 320,000; in the data active = activation above about 80%; inconclusive = between about 30% and that limit; also: 0% is about no effect
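Fluo-8 calcium influx in TRPV1-expressing cells, kinetic read (ex 480/em 520 nm). Compound added and read 3 min for agonist activity, followed by capsaicin at EC20 final and 2 min further read for enhancement.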
USP2a inh: blocks human ubiquitin-specific protease USP2a; USP2 core, Ub-CHOP2 coupled fluorogenic reporter, 485/531; Potency, µM (titrated, usually from 38.3 µM), without a hit: at the top dose activity change, negative = inhibition, usual class: inhibitors; hit rate 0.01% among 330,000;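 also: potency is read from the fitted curve at half-maximal effect; plate controls were DMSO wells for no effect and full inhibition by NEM control for full effect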
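USP2 core (10nM final) preincubated 30min RT with compound in 20mM Tris-HCl pH 8.0, 2mM CaCl2, 2mM beta-mercaptoethanol, 0.05% CHAPS; 25nM Ub-CHOP2 plus 25nM reporter substrate added, fluorescence (Ex485/Em531) read after 60min.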
S-ASM inh: human S-ASM enzyme inhibition | placental ASM, HMU-PC fluorogenic substrate, 60 min | Potency, µM (doses to about 57.5 µM), for inactives: at the highest dose activity change, negative = inhibition, most hits filed as inhibitors | hit rate 0.006% among 340,000 | AID 504937; also: potency is read from the fitted curve at half-maximal effect
Target sequence (P17405 47-631 limits assumed): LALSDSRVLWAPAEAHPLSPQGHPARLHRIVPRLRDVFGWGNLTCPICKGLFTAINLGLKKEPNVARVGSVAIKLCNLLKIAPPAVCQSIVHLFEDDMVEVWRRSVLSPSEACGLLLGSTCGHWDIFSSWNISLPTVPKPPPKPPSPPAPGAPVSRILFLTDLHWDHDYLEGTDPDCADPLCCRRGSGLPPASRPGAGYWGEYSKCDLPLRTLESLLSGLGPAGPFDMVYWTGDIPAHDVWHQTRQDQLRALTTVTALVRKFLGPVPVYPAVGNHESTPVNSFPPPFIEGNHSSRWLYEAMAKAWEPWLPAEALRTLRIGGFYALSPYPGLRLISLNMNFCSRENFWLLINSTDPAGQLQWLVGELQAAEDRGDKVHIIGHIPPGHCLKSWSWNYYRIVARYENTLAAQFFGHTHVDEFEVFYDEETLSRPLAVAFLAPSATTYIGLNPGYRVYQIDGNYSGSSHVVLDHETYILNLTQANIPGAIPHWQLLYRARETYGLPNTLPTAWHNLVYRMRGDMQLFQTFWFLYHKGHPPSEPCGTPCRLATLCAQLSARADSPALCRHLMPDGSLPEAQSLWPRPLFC
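qHTS format. ASM enzyme prepared from human placenta hydrolyses the fluorogenic substrate HMU-PC0 (9 uM final) over 60 min at 37 °C after a 10 min compound preincubation.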
TSG101-PTAP inh: blocks PTAP/TSG101 interaction to inhibit HIV-1 budding | Q99816 | Fluorescence polarization, FITC-PTAP peptide / Tsg101 binding | Potency, µM (series often up to 115 µM), without a hit: top-dose activity change, negative = inhibition, usual class: inhibitors | 340,000 tested, under 10 active | AID 493005; active = well fitted inhibition curve with a large enough effect in the main read-out, with a control signal flat, not every such curve was filed as active; inconclusive = small, poorly fitted or top-dose-only effect, or effect the other way, or a change in a side signal; inactive = no such curve, though single readings can be large or run the other way; also: potency is read from the fitted curve at half-maximal effect; % of control where 0% means no effect
Target sequence (Q99816 whole entry, looked up): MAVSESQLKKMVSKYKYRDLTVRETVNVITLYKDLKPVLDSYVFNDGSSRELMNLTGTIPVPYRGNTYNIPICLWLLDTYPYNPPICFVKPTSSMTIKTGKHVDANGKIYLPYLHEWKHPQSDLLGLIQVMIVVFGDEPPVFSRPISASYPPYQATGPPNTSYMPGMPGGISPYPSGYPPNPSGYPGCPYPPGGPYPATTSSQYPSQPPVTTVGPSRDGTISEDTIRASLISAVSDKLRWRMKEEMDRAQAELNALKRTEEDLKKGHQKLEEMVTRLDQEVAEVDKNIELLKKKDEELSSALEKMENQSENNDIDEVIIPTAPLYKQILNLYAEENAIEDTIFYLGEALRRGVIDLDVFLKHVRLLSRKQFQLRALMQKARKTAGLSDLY
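Compounds were pin-transferred onto Tsg101 binding domain (10 uM final) in HEPES pH 7.5 buffer, then FITC-PTAP peptide was added at 50 nM final. After 20 min at RT, polarization reported peptide displacement across a qHTS concentration series.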
uPA generation: inhibitors of cell surface uPA generation. cell surface uPA generation assay, qHTS. Potency, µM (titrated, usually from 38.3 µM), for the others: at the highest dose activity change, negative = inhibition, hits mostly inhibitors. hit rate 0.31% among 330,000; active = well fitted inhibition curve with a large enough effect; inconclusive = small, poorly fitted or top-dose-only effect; inactive = no such curve, though single readings can be large or run the other way; tested in mouse RAW 264.7 cells; also: potency is read from the fitted curve at half-maximal effect; % is scaled to controls: 0 for no effect and ±100 for the full control effect; nearly all actives have a fitted effect of over 55% in size
p53 reactivation: mutant p53 re-activation in reporter cells. Potency, µM (titrated, usually from 92.2 µM), for the others: top-dose activity change, positive = activation, hits mostly activators. H1299 p53-A138V BP100-luciferase reporter, luminescence, 24 h. AID 504706. hit rate 0.063% among 320,000; also: potency is read from the fitted curve at half-maximal effect; % of control where 0% means no effect; nearly all actives have a fitted effect of over 45% in size
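H1299 (p53-null), stable ts p53-A138V + BP100-Luc; 1000 cells/well, Opti-MEM/10% FBS; cpd 4 pt, 1:5; 24 h, 37 deg C, 5% CO2; detection reagent 10 min RT; luminescence.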
ELG1 genotox: genotoxicity induction in ELG1-luciferase HEK293T cells; HEK293T ELG1-luciferase reporter, luminescence, 16 h; hit rate 1.3% among 330,000; Potency, µM (series often up to 46 µM), without a hit: at the top dose activity change, positive = activation, usual class: activators; also: potency is read from the fitted curve at half-maximal effect; % of control where 0% means no effect; nearly all actives have a fitted effect of over 60% in size
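Reporter readout depends on ELG1 protein level, which increases with genetic stress. After 16 hr compound exposure at 37 °C, luciferase activity was quantified using ONE-Glo.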
BRCA1 expr act: increases BRCA1 expression. Potency, µM (doses to about 46.1 µM), for the others: at the highest dose activation, most hits filed as activators. MCF7-BRCA1-FFLuc reporter, luminescence, 48 h; response scale: scaled: vehicle 0%, 10 µM genistein 100%. hit rate 1.1% among 380,000; also: potency is read from the fitted curve at half-maximal effect; nearly all actives have a fitted effect of over 80% in size; some results filed as inactive show a strong effect at the top dose
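Quantitative HTS in MCF7 cells stably reporting BRCA1 expression via firefly luciferase. Compound treatment lasts 48 h at 37 °C in phenol-red free MEM. Activation is expressed relative to genistein at 10 microM and DMSO.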
a7 integrin act: integrin-mediated muscular dystrophy alleviation activation; alpha7betagal myoblasts, beta-gal FDG fluorescence, 48 h; AID 624291; Potency, µM (series often up to 38.3 µM), for inactives: at the top dose activation, usual class: activators; hit rate 0.064% among 350,000;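 also: potency is read from the fitted curve at half-maximal effect; 100% = response of the positive control SU9516; nearly all actives have a fitted effect of over 60% in size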
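Alpha7betagal+/- myoblasts (passage 13) were plated 16-24 hr, then exposed to compounds (1:260 dilution of DMSO stock) for 48 hours at 37C. After MPER lysis, β-galactosidase reporter activity was read as FDG fluorescence (ex 480/em 540) after 30 minutes.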
Starred values were filed as active, the others as inactive; ? = inconclusive; . = no result given; [ ] = another dose, or the depositor's remark. Unless noted, calls follow the shape of the dose curve; as a rule, active = well fitted curve in the direction sought with a large enough effect; inconclusive = small, poorly fitted or top-dose-only effect, or another doubt; inactive = no such curve, though single readings can be large; an effect the other way counts as inactive or inconclusive.

SMILES	Eya2 inh	B2AR arrestin	TRPV1 agonist	USP2a inh	S-ASM inh	TSG101-PTAP inh	uPA generation	p53 reactivation	ELG1 genotox	BRCA1 expr act	a7 integrin act
CC1CCC(NC(=O)CN(C)S(=O)(=O)c2ccc3c(c2)c(=O)n(C)c(=O)n3C)CC1 (stereo not given)	-9%	-0.3%	2	-2%	4%	-1%	-16%	-3%	3%	-1%	-14%
CCOc1ccc(NC(=O)Cn2nnc(-c3ccc(C(N)=O)cc3)n2)cc1S(=O)(=O)N1CCCC1	12%	0.1%	-2	0%	-5%	0%	?	12%	25%	50%	-3%
COC(=O)c1ccc(CNC(=O)c2ccc3c(c2)S(=O)(=O)N=C2CCCCCN23)cc1	7%	0.0%	2	-1%	-6%	-5%	8%	0%	3%	6%	-36%
CCOC(=O)c1cc(C#N)c(Oc2ccccc2OC)nc1-c1ccccc1	-5%	0.4%	14	1%	-8%	-2%	18%	-4%	-5%	-66%	14%
O=C(CCN1CCCCC1c1cccnc1)NCc1ccccc1 (stereo not given)	4%	-0.3%	-2	2%	6%	0%	-6%	-10%	-1%	-5%	12%
CCN(CC)CCN1C(=O)C(=O)/C(=C(/O)c2cccc(OC)c2)C1c1ccccn1 (stereo not given)	-3%	-1.0%	0	2%	-2%	-4%	2%	13%	3%	-4%	14%
Cc1ccc(S(=O)(=O)Cc2ccc(C(=O)NCCCN3CCN(C)CC3)o2)cc1	-17%	-0.4%	0	1%	2%	-5%	-9%	?	0%	-8%	0%
O=C(c1ccc(F)cc1)c1c[nH]c(C(=O)NCCCN2CCOCC2)c1	18%	0.0%	0	0%	0%	-4%	1%	-10%	-3%	4%	-14%
COc1ccc(CCNC(=O)CCNC(=O)c2ccc(Cl)cc2)cc1OC	-5%	-0.6%	-1	-2%	-6%	1%	0%	4%	-1%	-14%	15%
COc1ccc(NC(=O)c2cccc(S(=O)(=O)N3CCCCC3)c2)c(OC)c1	-5%	-0.9%	2	3%	3%	-1%	5%	-7%	-4%	-21%	24%
c1ccc(-n2c3ccccc3c3ccccc32)cc1	-12%	-0.2%	-2	-2%	-7%	-3%	4%	-5%	1%	-20%	0%
CCCNC(=O)Nc1nccs1	-10%	-0.3%	-1	6%	2%	-3%	2%	-6%	-1%	2%	8%
NS(=O)(=O)c1cc(C(=O)NC2CCSc3ccccc32)ccc1Cl (stereo not given)	-23%	-0.3%	-1	?	?	-8%	0%	-4%	0%	0%	1%
Cc1cc(C(=O)O[C@H]2[C@H](Cc3ccccc3)NS(=O)(=O)[C@H]3C[C@@H]4C=C[C@]23O4)ccc1[N+](=O)[O-]	13%	0.1%	-1	4%	-11%	.	9%	-2%	-1%	2%	-24%
CC(C)COc1ccc(CSCCNC(=S)Nc2ccccc2)cc1	?	-1.0%	?	-7%	-12%	-2%	-5%	8%	3%	-37%	-50%[inhibitor]

Single records (already shown). Screens in order: Eya2 inh	B2AR arrestin	TRPV1 agonist	USP2a inh	S-ASM inh	TSG101-PTAP inh	uPA generation	p53 reactivation	ELG1 genotox	BRCA1 expr act	a7 integrin act
Profile of CCCNC(=O)Nc1nccs1 → -10%	-0.3%	-1	6%	2%	-3%	2%	-6%	-1%	2%	8%
Profile of c1ccc(-n2c3ccccc3c3ccccc32)cc1 → -12%	-0.2%	-2	-2%	-7%	-3%	4%	-5%	1%	-20%	0%
Profile of Cc1ccc(S(=O)(=O)Cc2ccc(C(=O)NCCCN3CCN(C)CC3)o2)cc1 → -17%	-0.4%	0	1%	2%	-5%	-9%	?	0%	-8%	0%

(continued)
SMILES	Eya2 inh	B2AR arrestin	TRPV1 agonist	USP2a inh	S-ASM inh	TSG101-PTAP inh	uPA generation	p53 reactivation	ELG1 genotox	BRCA1 expr act	a7 integrin act
O=C(C1=C[C@H](c2ccc(C(F)(F)F)cc2)C[C@H](OCc2ccc(CO)cc2)O1)N1CCN(Cc2ccc3c(c2)OCO3)CC1	1%	-0.9%	7	-1%	-11%	-3%	?	0%	-2%	-64%	-42%
CCCCn1c(SCC(=O)OCC)nnc1-c1ccoc1C	18%	0.2%	-2	6%	-1%	-4%	2%	-2%	1%	21%	6%
CCn1c(SCC(=O)Nc2ccc(NC(=O)c3ccco3)c(OC)c2)nc2ccccc2c1=O	12%	0.6%	3	0%	197%[activator]	.	-7%	0%	6%	0%	1%
CCn1ccc(=N)cc1	7%	-0.2%	1	1%	2%	-3%	-2%	?	9%	-13%	-1%
Cn1cnc2c1c(=O)n(Cc1c(Cl)cccc1Cl)c(=O)n2C	-23%	-0.3%	3	3%	0%	0%	-1%	-2%	-6%	16%	-3%
COC(=O)CCC(=O)N(C)CC1CCCN(CCc2cccc(C(F)(F)F)c2)C1 (stereo not given)	15%	-0.4%	1	2%	-1%	-2%	-28%	.	-1%	-3%	16%
Cc1ccc(Cn2nnnc2CN2CCC(O)(c3cccnc3)CC2)cc1	1%	-0.2%	0	0%	1%	-1%	11%	0%	-6%	-5%	-12%
COc1ccccc1N(CC(=O)NC1CC2CCC1C2)S(=O)(=O)c1ccc(C)cc1 (stereo not given)	0%	-0.4%	?	-2%	-1%	-4%	-2%	-16%	-11%	-30%	5%
Cc1ccc(SCCNC(=S)Nc2cc(C)ccc2C)cc1	-1%	-0.7%	?	1%	-1%	-5%	-8%	1%	-9%	-33%	20%
Cc1cc(NS(=O)(=O)c2ccc(NC(=O)c3cnc(Cl)c(Cl)c3)cc2)nc(C)n1	-9%	0.9%	-2	-2%	-1%	-4%	-2%	-1%	1%	-24%	-12%
CN(C)S(=O)(=O)c1cccc(C(=O)NCC(C)(C)CNC(=O)c2cccc(S(=O)(=O)N(C)C)c2)c1	4%	0.1%	0	-1%	-16%	-1%	-2%	-12%	-9%	11%	1%
CC(C)(C)c1ccc(OCCC(=O)NC2=NCCS2)cc1	-33%	-1.0%	9	0%	5%	-1%	-1%	0%	2%	-25%	-9%
N#Cc1c(-c2ccccc2)c(C#N)c2nc3ccccc3n2c1N	6%	-0.7%	1	2%	106%[activator]	-2%	-14%	-9%	1%	-42%	0%
O=C(O)CSCC(=O)Nc1ccc(-c2nc3ccccc3s2)cc1	2%	-0.2%	1	5%	193%[activator]	2%	-7%	5%	?	-23%	-2%
CCOCCCNC(=O)C(NC(=O)c1ccc(NC(C)=O)cc1)c1ccc(OC)cc1 (stereo not given)	-1%	-0.4%	0	6%	2%	0%	-2%	-3%	4%	1%	5%

Entries shown so far with an aryl thioether with sulfur outside any ring:
SMILES	Eya2 inh	B2AR arrestin	TRPV1 agonist	USP2a inh	S-ASM inh	TSG101-PTAP inh	uPA generation	p53 reactivation	ELG1 genotox	BRCA1 expr act	a7 integrin act
CCCCn1c(SCC(=O)OCC)nnc1-c1ccoc1C	18%	0.2%	-2	6%	-1%	-4%	2%	-2%	1%	21%	6%
CCn1c(SCC(=O)Nc2ccc(NC(=O)c3ccco3)c(OC)c2)nc2ccccc2c1=O	12%	0.6%	3	0%	197%[activator]	.	-7%	0%	6%	0%	1%
Cc1ccc(SCCNC(=S)Nc2cc(C)ccc2C)cc1	-1%	-0.7%	?	1%	-1%	-5%	-8%	1%	-9%	-33%	20%

More entries follow:
SMILES	Eya2 inh	B2AR arrestin	TRPV1 agonist	USP2a inh	S-ASM inh	TSG101-PTAP inh	uPA generation	p53 reactivation	ELG1 genotox	BRCA1 expr act	a7 integrin act
Cc1cc(C(=O)O)n(C(C)(C)C)n1	13%	0.4%	-1	12%	6%	-1%	1%	1%	1%	-7%	22%
O=C(CCC(=O)Nc1nnc(C2CCCCC2)s1)NCC1CCCO1 (stereo not given)	5%	-0.1%	-8	-2%	3%	-4%	0%	2%	-1%	15%	20%
O=C(Cc1ccc([N+](=O)[O-])cc1)N1CCc2ccccc2C1	-23%	2.7%	7	2%	-2%	1%	-4%	12%	-2%	20%	-5%
Cc1ccc(S(=O)(=O)NC2CCCC(C(=O)O)C2)cc1 (stereo not given)	-22%	-0.3%	-1	1%	2%	-7%	-1%	3%	0%	9%	20%
O=C(CSc1ccc([N+](=O)[O-])cn1)Nc1cc(C(F)(F)F)ccc1N1CCOCC1	4%	-1.3%	7	4%	-12%	.	-7%	-15%	-6%	-30%	-54%[inhibitor]
CC1CCC(NC(=O)c2cc(S(=O)(=O)N3CCCCC3)ccc2N2CCOCC2)CC1 (stereo not given)	4%	-0.2%	?	1%	-2%	1%	-8%	-9%	-1%	-12%	2%
O=C(O)c1cccc(Oc2ccc([N+](=O)[O-])cc2)c1	-6%	-0.1%	-1	-6%	3%	-3%	-1%	1%	2%	-5%	1%
O=C(Cn1cccc1C(=O)c1ccccc1)NCCc1ccccc1	1%	0.0%	-1	2%	-1%	0%	0%	-10%	-3%	41%	15%

Screening results from PubChem BioAssay.
